Source: PubChem
Redox H2O2 prof = compounds producing H2O2 with reducing agent – biochemical, NIH compound library profiling, artefact control for MLSCN library redox annotation, primary screen. activation, % at 10 µM. DTT-dependent redox cycling H2O2, phenol red/HRP absorbance; 100% = 100 µM peroxide control, 0% = buffer. 0.03% of 200,000 active;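 active means activation of at least 50% relative to the plate's high and low controls in the primary single-dose screen; inactive means activation below 50%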;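 further: compound incubated with DTT at 0.8 mM final as the reducing agent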
bIAP inhibitor = blocks bovine intestinal alkaline phosphatase activity; purified bovine IAP, CDP-star luminescence, 30 min; inhibition, % at 20 µM; 190,000 tested, under 10 active;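 active means over 50% inhibition of intestinal alkaline phosphatase at 20 µM in the single-dose screen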
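System: purified bovine intestinal alkaline phosphatase (IAP) enzyme; Input: IAP diluted 1/65,000,000 in the well; Measured by: CDP-star luminescence signal; Compound dosing: 20 µM single dose; Incubation: 30 min reaction at room temperature.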
PPARg SRC3 recr = agonists of human PPARgamma SRC-3 coactivator recruitment; P37231; biochemical PPARgamma/SRC-3 coactivator recruitment assay; activation, % at 8 µM; 0.26% of 200,000 active; AID 731; in the data active means activation above about 23%;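 further: 0% = DMSO and 100% = reference agonist; some compounds past the cut are filed as inactive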
TLR4 MyD88 comp = inhibitors of human TLR4-MyD88 binding. HeLa CL3-4 TLR4/MyD88 BLA complementation, FRET ratio. inhibition, % at 8.4 µM. 0.18% of 200,000 active; in the data active means inhibition above about 25%;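 further: 0% = vehicle and 100% = reference inhibitor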
Target sequence (O00206 whole entry, looked up): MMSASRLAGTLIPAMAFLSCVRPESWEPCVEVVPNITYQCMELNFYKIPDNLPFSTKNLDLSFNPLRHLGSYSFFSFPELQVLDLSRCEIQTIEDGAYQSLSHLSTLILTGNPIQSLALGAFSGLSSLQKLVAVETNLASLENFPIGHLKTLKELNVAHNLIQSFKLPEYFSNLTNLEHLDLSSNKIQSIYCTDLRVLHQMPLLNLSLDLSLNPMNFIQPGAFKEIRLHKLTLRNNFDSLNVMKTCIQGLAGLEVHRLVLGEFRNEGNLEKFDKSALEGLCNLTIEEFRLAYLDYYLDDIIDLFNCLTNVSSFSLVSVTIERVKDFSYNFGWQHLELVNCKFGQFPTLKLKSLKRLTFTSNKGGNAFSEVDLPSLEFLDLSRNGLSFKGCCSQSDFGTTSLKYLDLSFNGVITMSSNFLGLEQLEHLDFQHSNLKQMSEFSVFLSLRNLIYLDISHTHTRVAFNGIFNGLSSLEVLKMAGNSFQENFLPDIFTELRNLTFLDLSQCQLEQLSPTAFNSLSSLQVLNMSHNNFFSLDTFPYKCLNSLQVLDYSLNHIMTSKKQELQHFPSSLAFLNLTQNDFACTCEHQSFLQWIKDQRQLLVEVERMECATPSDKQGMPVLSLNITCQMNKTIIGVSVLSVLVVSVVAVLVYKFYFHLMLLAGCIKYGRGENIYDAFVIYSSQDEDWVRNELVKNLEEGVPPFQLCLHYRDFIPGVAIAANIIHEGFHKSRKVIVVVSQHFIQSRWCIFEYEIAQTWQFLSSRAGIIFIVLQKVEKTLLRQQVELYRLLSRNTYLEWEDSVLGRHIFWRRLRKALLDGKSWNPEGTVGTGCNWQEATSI
Target sequence (Q99836 whole entry, looked up): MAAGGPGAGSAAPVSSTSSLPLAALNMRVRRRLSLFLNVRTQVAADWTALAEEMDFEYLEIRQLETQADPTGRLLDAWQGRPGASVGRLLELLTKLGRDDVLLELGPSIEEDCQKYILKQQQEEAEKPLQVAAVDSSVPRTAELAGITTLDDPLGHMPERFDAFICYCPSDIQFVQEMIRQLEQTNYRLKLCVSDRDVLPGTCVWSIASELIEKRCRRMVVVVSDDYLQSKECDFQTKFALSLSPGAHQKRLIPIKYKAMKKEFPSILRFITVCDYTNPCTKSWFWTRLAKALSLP
bIAP activator = intestinal alkaline phosphatase (bovine) activation; purified bovine IAP, CDP-star luminescence, 30 min; hits give high values; fold of DMSO-control signal, blank-subtracted; AID 1016; 0.17% of 200,000 active; activation factor at 20 µM;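 active means activation factor of 2 or more at 20 µM, a signal rise over negative controls twice the positive control's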
SRC2 TRFRET art = flags TR-FRET format artefacts in PPARgamma SRC-2 recruitment agonist screen; AID 1049; TR-FRET ratio at 8 µM; TR-FRET artefact counter-screen; hits give high values; 0.4% of 200,000 active; in the data active means TR-FRET ratio above about 2000; further: inactives centre near 1500; reference of the scale not given here
L major viab = inhibitors of Leishmania major promastigote growth; 9% of 200,000 active; Leishmania major promastigotes, resazurin fluorescence viability; inhibition, % at 10 µM; in the data active means inhibition above about 50%;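 further: promastigotes grown with compound for 44 hours at 28 °C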
PPARg SRC-1 ag = agonists of human PPARgamma SRC-1 coactivator recruitment; activation, % at 8 µM; PPARgamma-SRC-1 coactivator recruitment biochemical assay; 0.41% of 200,000 active; in the data active means activation above about 19%;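 further: 0% = DMSO and 100% = reference agonist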
PPARg SRC2 recr = promotes SRC-2 coactivator recruitment by human PPARgamma | PPARgamma LBD-SRC-2 recruitment, biochemical | activation, % at 8 µM | 0.34% of 200,000 active | AID 1032; in the data active means activation above about 22%;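 further: 0% = vehicle and 100% = reference agonist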
S1P3 antagonist = antagonists of human S1P3 receptor; Q99500; CHO S1P3 NFAT-BLA reporter, FRET fluorescence, antagonist mode; inhibition, % at 4.98 µM; 0.27% of 170,000 active; AID 485;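 active means inhibition above the plate cutoff, the mean inhibition of test wells on that plate plus 3 SD, cut at about 28% in these data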;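 further: cells challenged with S1P at its EC80 of 0.8 µM; blue over green emission ratio from cleaved BLA substrate after 4 h stimulation; 0% = S1P-stimulated wells and 100% = unstimulated DMSO-only wells; some compounds past the cut are filed as inactive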
ROMK primary = human ROMK K+ channel modulation, primary screen | AID 1918 | 2% of 130,000 active | P48048 | Tet-inducible ROMK, thallium flux fluorescence; actives lie on both sides | B-score at 10 µM;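 active means signal ratio slope over the read window, or its plate-corrected B-score, at least 3 SD from the plate mean, either direction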;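 further: B-score of the F/F0 ratio slope over 7 to 12 s after thallium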
Numbers without * were called inactive; nt = no result given.

The line under a structure holds: Redox H2O2 prof	bIAP inhibitor	PPARg SRC3 recr	TLR4 MyD88 comp	bIAP activator	SRC2 TRFRET art	L major viab	PPARg SRC-1 ag	PPARg SRC2 recr	S1P3 antagonist	ROMK primary
COc1cccc(N/C(N)=N/c2nc(C(F)(F)F)cc(=O)[nH]2)c1
    0.3	12	2	-1	0.9	1557	-5	-3	4	-1	nt
CCN(Cc1ccccc1)C(=O)COC(=O)Cn1cnc2ccccc21
    -0.3	-12	5	14	1.1	1475	-2	12	7	-5	0.28
COc1ccc(CN2C(=O)CN(C3CCCCCC3)C(=O)C2c2ccc(F)cc2)cc1 (stereo not given)
    1.9	0	13	-4	1	1470	4	6	-10	nt	nt
Cc1ccc(/C=N/NC(=O)Cn2cncn2)cc1
    0.0	7	-1	-8	0.9	1421	-1	-6	-6	-14	-0.067
Cc1cc([N+](=O)[O-])c(NC2CCCCC2)c([N+](=O)[O-])c1
    -1.5	nt	4	-6	nt	1562	0	10	4	nt	nt
CCOC(=O)c1ccc(NC(=O)CSc2nnc(C3CC3)n2C)cc1
    0.2	-7	8	-3	1.1	1486	2	0	2	nt	nt
COC(=O)C1=C(C)N(Cc2ccccc2)C(=O)N[C@H]1c1ccccc1
    -0.7	-13	3	-7	1.1	1596	7	0	17	-3	-0.73
Cn1nnnc1SCC(=O)c1ccc(Br)s1
    2.4	12	5	16	0.9	1455	-2	8	0	nt	nt
O=C(NCc1ccc(Cl)cc1)c1n[nH]c([N+](=O)[O-])c1Cl
    -1.9	-2	8	7	1	1563	-4	10	8	-17	-0.51
COc1ccc(CC(=O)OCc2cc(=O)n3cc(Br)ccc3n2)cc1OC
    0.2	-8	0	-5	1.1	1746	-3	3	1	-9	-0.3
CCn1c(CSc2nc3ccccc3s2)nnc1SCC(=O)c1ccc(O)cc1O
    -1.1	15	-5	-1	0.9	1547	-3	0	-15	nt	0.3
CCc1ccc(/C=C(\Cl)c2nc3cc(Cl)ccc3c(=O)[nH]2)cc1
    -0.3	-35	-2	10	1.3	1274	2	-6	0	6	nt
CNc1ccc(/C=C(\C#N)c2ccccn2)cc1[N+](=O)[O-]
    -1.5	31	8	-20	0.7	1712	0	2	8	-11	-0.14
COC(=O)c1ccc([C@@H]2C[C@H]3CN(Cc4cccnc4)C(=O)[C@]34CCCN24)cc1
    -1.2	-16	8	8	1.2	1543	-6	16	8	-8	0.12
CCOc1cc(CNc2ccc(N3CCCCC3)cc2)cc(Br)c1OCC(=O)NC(C)(C)C
    0.5	8	4	-7	0.9	1719	25	0	5	-2	nt
CCN(CC)c1ccc2c(c1)oc(=O)c1c(Cl)cc(=O)oc12
    0.6	10	7	80*	0.9	1417	2	0	7	-7	nt
CCc1nnc(NC(=O)CSc2nc3cccnc3n2C2CCCCC2)s1
    -0.1	-5	-12	2	1.1	1542	-6	-3	-8	16	0.66
C/C=C/C(=O)Nc1nnc(-c2ccccc2C)s1
    -1.3	-4	2	-6	1	1458	-4	6	13	-2	0.061
CCC(CO)NCc1ccc2c(c1)n(C)c(=O)n2C (stereo not given)
    -2.0	3	1	1	1	1476	-5	-2	1	-11	0.71
CC1CCN(S(=O)(=O)N2CCC(C(=O)NCc3cccs3)CC2)CC1
    -0.1	4	-14	-2	1	1535	-4	7	-1	4	-0.96
COc1ccc(-c2cc(C(F)(F)F)n3nc(C(=O)N4CCOCC4)nc3n2)cc1
    2.0	8	-8	-7	0.9	1664	-2	-10	0	2	nt
C=CCOc1ccccc1C1C2=C(CC(C)(C)CC2=O)Nc2c1c(=O)n(C)c(=O)n2C (stereo not given)
    2.0	-2	-4	3	1	1486	-9	-3	-6	-5	nt
Cn1c(=O)c2c(nc(SCCN3CCCCC3)n2C)n(C)c1=O
    -0.6	9	-1	-6	0.9	1433	21	6	6	nt	0.55
C[N+]1(C)CC2([N+](=O)[O-])CC=C(Oc3ccccc3)C([N+](=O)[O-])(C2)C1 (stereo not given)
    -0.2	0	1	17	1	1394	-5	-4	0	10	0.00053
CC(C)(C)NC(=O)/C(=C\c1ccc(Br)cc1)NC(=O)c1cccs1
    -4.7	8	2	-7	0.9	1369	0	0	2	nt	-0.77
COc1c(C)cc(C(=O)C2CCCN(C(=O)C3=C(C)OCCO3)C2)cc1C (stereo not given)
    0.8	4	2	-4	1	1637	4	4	5	-9	0.038
COc1ccc(NC(=S)NCc2cccnc2)cc1
    1.1	-20	4	-3	1.2	1548	3	3	-1	3	-0.46
S=c1[nH]nc(-c2ccco2)n1-c1cccc2ccccc12
    2.8	1	-1	6	1	1518	4	1	10	-57	nt
COCCCNC(=O)Cn1nnc(-c2ccccc2NC(=O)c2ccccc2F)n1
    -0.1	4	2	6	1	1438	3	-4	-7	nt	-0.39
O=C1CSC(c2cn(-c3ccccc3)nc2-c2cccs2)N1Cc1ccccc1 (stereo not given)
    0.1	7	-7	6	0.9	1518	6	6	5	nt	0.8
N#CCC(CNc1ncc(C(F)(F)F)cc1Cl)OC(=O)c1cccc([N+](=O)[O-])c1 (stereo not given)
    -0.9	25	12	17	0.8	1614	-6	-1	10	nt	nt
Cc1cccc(NCCC#N)c1
    -0.4	-8	3	-22	1.1	1616	-6	7	4	11	0.81
CCn1c(SCC(=O)Nc2cc3oc4ccccc4c3cc2OC)nnc1-c1cccs1
    0.1	9	12	-2	0.9	1548	66*	5	26*	-13	-0.33
C#Cc1ccc(C(=O)Nc2ccc(N3CCC(C)CC3)c(C(N)=O)c2)cc1
    -0.2	-27	6	8	1.3	1375	-9	-3	-1	-3	-0.24
O=C(Cn1cccc1C(=O)c1ccccc1)NCCC1=CCCCC1
    -0.3	9	-1	2	0.9	1590	42	1	0	10	0.00087
C/C(=N\NS(=O)(=O)c1ccc(C)c([N+](=O)[O-])c1)c1cc2ccccc2o1
    0.1	14	4	-2	0.9	1691	-7	4	13	nt	-0.63
O=C(Cc1ccc(Cl)c(Cl)c1)Nc1ccc(SC(F)F)cc1
    -0.3	43	-6	-8	0.6	1734	4	2	5	4	0.21
CC1CC(C)CN(CCC(=O)Nc2cccc(Cl)c2)C1 (stereo not given)
    0.1	1	2	10	1	1393	83*	2	1	nt	-1.3
CN(C)S(=O)(=O)c1cc(NC(=O)COC(=O)Cc2cccc3ccccc23)ccc1Cl
    0.4	30	4	-5	0.7	1668	-3	9	5	6	nt
CC1CCCC(NC(=O)C2c3ccccc3C(=O)N2Cc2cccs2)C1C (stereo not given)
    -0.6	4	1	-7	1	1707	14	5	9	4	0.22

Single records (already shown). Order of screens: Redox H2O2 prof | bIAP inhibitor | PPARg SRC3 recr | TLR4 MyD88 comp | bIAP activator | SRC2 TRFRET art | L major viab | PPARg SRC-1 ag | PPARg SRC2 recr | S1P3 antagonist | ROMK primary
Cn1c(=O)c2c(nc(SCCN3CCCCC3)n2C)n(C)c1=O in the list: -0.6 | 9 | -1 | -6 | 0.9 | 1433 | 21 | 6 | 6 | nt | 0.55
CC1CCCC(NC(=O)C2c3ccccc3C(=O)N2Cc2cccs2)C1C (stereo not given) in the list: -0.6 | 4 | 1 | -7 | 1 | 1707 | 14 | 5 | 9 | 4 | 0.22

(further entries)
The line under a structure holds: Redox H2O2 prof	bIAP inhibitor	PPARg SRC3 recr	TLR4 MyD88 comp	bIAP activator	SRC2 TRFRET art	L major viab	PPARg SRC-1 ag	PPARg SRC2 recr	S1P3 antagonist	ROMK primary
O=S(=O)(Nc1ccccc1O)c1ccc(-c2ccccc2)cc1
    -0.7	-2	5	-11	1	1643	-2	-1	8	-12	-0.73
Cc1ccc(-c2c3c(=O)n(C)c(=O)n(C)c3cn2N2CCOCC2)cc1
    1.3	-5	2	-10	1	1519	7	-3	-5	1	nt
CCCCOC(=O)/C=C/c1ccc(OC(=O)OC)c(OC(=O)OC)c1
    0.6	20	-6	3	0.8	1514	-6	-1	2	-11	nt
Cc1ccc(OCC(=O)Nc2ccc(S(=O)(=O)Nc3onc(C)c3C)cc2)cc1
    -1.4	-2	-4	1	1	1627	-8	11	-1	-37	0.53
Cc1cc(C)n(C(=O)/C(C#N)=N/Nc2cc(Cl)cc(Cl)c2)n1
    -0.6	25	7	2	0.7	1717	-5	1	9	6	-1.5
Cc1cccc(C)c1NC(=O)CNc1ccccc1
    -0.7	4	8	-2	1	1419	-5	-4	-1	-14	-0.37
CCN(C(=O)COC(=O)c1cc(C)n(-c2ccc(F)cc2)c1C)C1CCS(=O)(=O)C1 (stereo not given)
    2.9	-6	-12	-3	1.1	1505	-4	-2	2	-11	nt
CCOc1ccc(C(C)=O)cc1N1C(=O)C2C3C=CC(C3=C(C)C)C2C1=O (stereo not given)
    0.3	0	-1	1	1	1596	-4	8	7	11	nt
COc1ccc(-n2c(CN3CCN(Cc4ccccc4)CC3)nc3ccc([N+](=O)[O-])cc3c2=O)c(OC)c1
    -1.8	-12	-2	-4	1.1	1461	9	-1	-4	-15	-0.06
Cc1c(Cl)cccc1NC(=O)CNC(=O)c1ccc(F)cc1
    0.5	10	-3	9	0.9	1623	-8	1	-2	-3	nt
Cc1ccc(C(N)=O)cc1S(=O)(=O)Nc1cccc(C)c1C
    3.0	12	-8	-18	0.9	1553	-2	4	0	9	nt
O=S(=O)(c1ccc(OCC(O)CN2CCCCC2)cc1)N1CCOCC1 (stereo not given)
    0.3	0	-2	-5	1	1616	15	-3	3	nt	-0.64
N#Cc1c(Nc2ccccc2)sc(C(=O)c2ccc(F)cc2)c1N
    0.2	6	-1	-3	0.9	1502	66*	0	4	-9	nt
O=C1OCCC1Sc1nc(-c2ccccc2)cs1 (stereo not given)
    0.8	15	9	17	0.9	1548	-11	-2	9	-20	-2
C=C(C)[C@H]1CC=C(C)/C(=N/NC(=O)CNc2ccccc2OC)C1
    -3.6	-1	6	-3	1	1574	2	-10	-6	nt	nt
CC(C)Nc1nc(SC(C)C(=O)Nc2ccccc2)nc(N(C)C)n1 (stereo not given)
    -0.4	0	-1	20	1	1552	11	2	2	-3	0.092
O=C(Nc1ccc(S(=O)(=O)Nc2ccccc2)cc1)c1ccc(CN2CCOCC2)cc1
    -0.7	-12	7	-7	1.1	1782	82*	3	2	-15	-2.8
O=C(CSCc1ccc(F)cc1)NCc1ccco1
    -18	7	15	4	0.9	1428	-2	2	10	nt	nt
O=C(c1ccco1)N1CCN(c2ncnc3scc(-c4ccccc4)c23)CC1
    0.2	-16	0	-5	1.2	1418	11	4	8	nt	nt
Cc1cc(C)c(C)c(S(=O)(=O)NCC(=O)N2CCCC2)c1C
    -0.6	-2	5	-18	1	1453	0	4	-2	-9	nt
Cc1sc(NC(=O)c2ccccc2)c(C(=O)c2ccccc2)c1C
    -0.6	-4	5	5	1	1646	-2	3	9	7	0.41
CCN(CC)S(=O)(=O)c1cc(NC(=O)CN2C(=O)NC3(CCCc4ccccc43)C2=O)ccc1C (stereo not given)
    -0.3	-19	-1	3	1.2	1536	-7	1	5	-12	0.089
CN1OCC(S(=O)(=O)c2ccccc2)C1c1ccccc1 (stereo not given)
    0.0	0	1	0	1	1506	8	5	2	-10	-1
COc1cc(-c2cc(C(=O)Nc3nc4ccccc4s3)c3ccccc3n2)cc(OC)c1OC
    0.0	17	-1	-14	0.8	1582	14	-1	-4	-8	-0.69
Cc1cccn2c(=O)c(/C=C(\C#N)C(=O)NCc3ccco3)c(N3CCCC(C)C3)nc12 (stereo not given)
    0.1	7	-2	-9	0.9	1552	15	8	9	-17	nt
